Assay outcomes: PubChem, Broad Institute
EZH2 inh: inhibitors of human EZH2/PRC2 methyltransferase | Q15910 | inhibition, % at 12.5 µM | PRC2 H3K27 methylation, DELFIA TRF, 1 h | hit rate 0.35% among 57,000;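 active means mean inhibition of replicates at least 50% and every single replicate also reaching 50%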;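 further: dimethyl H3K27 on biotinylated H3 21-44 peptide detected by antibody; plate controls were median neutral control wells for no effect and median positive control wells for full effect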
Target sequence (Q15910 whole entry, looked up): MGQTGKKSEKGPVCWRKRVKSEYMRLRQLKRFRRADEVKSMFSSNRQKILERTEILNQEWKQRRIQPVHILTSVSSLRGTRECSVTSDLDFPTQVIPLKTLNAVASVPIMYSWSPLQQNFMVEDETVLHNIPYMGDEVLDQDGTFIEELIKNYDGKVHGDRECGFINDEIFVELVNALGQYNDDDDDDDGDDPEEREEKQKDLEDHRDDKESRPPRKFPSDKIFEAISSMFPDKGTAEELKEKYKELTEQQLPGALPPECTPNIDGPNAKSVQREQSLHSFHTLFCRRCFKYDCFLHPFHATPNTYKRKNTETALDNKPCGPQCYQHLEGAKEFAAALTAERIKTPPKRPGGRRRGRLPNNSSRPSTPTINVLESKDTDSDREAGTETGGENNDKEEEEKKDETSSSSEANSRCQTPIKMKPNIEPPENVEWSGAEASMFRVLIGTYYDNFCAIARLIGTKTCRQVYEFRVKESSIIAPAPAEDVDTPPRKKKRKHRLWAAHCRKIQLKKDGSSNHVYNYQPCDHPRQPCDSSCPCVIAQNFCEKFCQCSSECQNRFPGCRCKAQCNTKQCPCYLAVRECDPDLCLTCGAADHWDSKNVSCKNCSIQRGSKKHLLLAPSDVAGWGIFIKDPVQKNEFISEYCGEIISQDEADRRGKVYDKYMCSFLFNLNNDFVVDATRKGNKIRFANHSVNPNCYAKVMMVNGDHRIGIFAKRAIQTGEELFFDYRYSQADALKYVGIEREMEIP
IDH1 mut inh: inhibitors of human IDH1 R132H; IDH1 R132H reductase, diaphorase/resazurin fluorescence, 60 min; AID 624101; hit rate 0.18% among 70,000; inhibition, % at 10 µM; in the data active means inhibition above about 34%;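 further: 0% = DMSO and 100% = no enzyme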
Active calls of the source: *; x = not tested or not shown; & = joins results of further samples. The list is partial; count on the stated rates, not on these rows.

SMILES | EZH2 inh | IDH1 mut inh
C[C@H](CO)N1C[C@H](C)[C@@H](CN(C)S(=O)(=O)c2ccccc2F)Oc2ncc(C#Cc3cccnc3)cc2C1=O | 19&2 | -1.2
COCC(=O)Nc1ccc2c(c1)[C@H]1C[C@H](CC(=O)NCc3ccccc3OC)O[C@@H](CO)[C@H]1O2 | 27 | -1.2
CN(C)CCNc1nc2c(c(=O)n(C)c(=O)n2C)n1Cc1ccccc1F | 4 | 0.5
CO[C@@H]1CN(C)C(=O)c2ccc(NC(=O)C3CCCCC3)cc2OC[C@@H](C)N(C(=O)c2ccccc2)C[C@H]1C | -9 | 0.6
CC(C)NC(=O)N(C)C[C@H]1Oc2ccc(NS(=O)(=O)c3ccccc3)cc2CC(=O)N([C@@H](C)CO)C[C@@H]1C | 0 | -1.8
C[C@H](CO)N1C[C@H](C)[C@@H](CN(C)C)Oc2ncc(-c3cccnc3)cc2C1=O | -3 | -0.3
O=C(CSc1nnnn1-c1ccccc1)Nc1ccc(Oc2ccccc2)cc1 | 47 | 0.3
Cn1nnnc1SCC(=O)Nc1ccc(C#N)cc1 | -1 | 0.2
COc1ccc(S(=O)(=O)N(C)C[C@H]2OCCCC[C@H](C)Oc3ccc(NC(=O)Nc4ccc(F)cc4)cc3C(=O)N([C@@H](C)CO)C[C@H]2C)cc1 | x | 0.7
Cc1noc(C)c1NC(=O)N(C)C[C@H]1OCc2cn(nn2)CCCC(=O)N([C@@H](C)CO)C[C@H]1C | -1 | 1.1
CCCN1C[C@@H](C)[C@@H](OC)CN(C)C(=O)c2ccc(NC(=O)c3cnccn3)cc2OC[C@H]1C | -3 | 0.2
C[C@@H]1CN([C@@H](C)CO)C(=O)Cc2cc(NC(=O)C3CC3)ccc2O[C@@H]1CN(C)C(=O)Nc1cccc2ccccc12 | -8 | 1.1
COc1ccc(S(=O)(=O)N(C)C[C@@H]2Oc3ccc(NC(=O)CCC(F)(F)F)cc3C(=O)N([C@@H](C)CO)C[C@@H]2C)cc1 | x | 0.5
COc1ccccc1S(=O)(=O)N(C)C[C@H]1Oc2ncc(-c3ccc(C)cc3)cc2C(=O)N([C@@H](C)CO)C[C@@H]1C | -7 | -4.8
COCC(=O)N(C)C[C@H]1Oc2cc(-c3ccc(C#N)cc3)ccc2S(=O)(=O)N([C@H](C)CO)C[C@H]1C | 0 | 2.8
COc1ccc(NC(=O)Nc2ccc3c(c2)C(=O)N([C@@H](C)CO)C[C@H](C)[C@@H](CN(C)S(=O)(=O)c2c(C)noc2C)OCCCC[C@H](C)O3)cc1 | x | 2.7
CO[C@@H]1CN(C)C(=O)c2cc(NS(=O)(=O)c3cccc(F)c3)ccc2OC[C@H](C)NC[C@H]1C | 1 | 0.0
COc1ccc(CN(C)C[C@@H]2OCCCC[C@H](C)Oc3ccc(NC(=O)C4CCCCC4)cc3C(=O)N([C@@H](C)CO)C[C@H]2C)cc1 | x | 1.4
O=C(Cc1ccncc1)NCC[C@@H]1CC[C@@H](NC(=O)C2CCCCC2)[C@H](CO)O1 | -11 | 0.2
O=C(OC[C@@H]1[C@H]2c3ccccc3OC1(CO)N=C1SCC(=O)N12)c1ccccc1 | 4 | x
O=C(N/N=C/c1cc2ccccc2n1S(=O)(=O)c1ccccc1)c1ccccn1 | -1 | x
CCn1nccc1C(=O)Nc1nc2ccccc2n1CCN1CCCCC1 | x | -0.3
C[C@H](CO)N1C[C@H](C)[C@H](CN(C)Cc2ccc(Oc3ccccc3)cc2)Oc2c(NC(=O)c3ccncc3)cccc2C1=O | -9 | -0.3
COc1ccc(NC(=O)N(C)C[C@H]2Oc3c(NS(=O)(=O)c4c(C)noc4C)cccc3C(=O)N([C@H](C)CO)C[C@H]2C)cc1 | x | -5.9
C[C@@H]1CN([C@@H](C)CO)C(=O)c2cc(NC(=O)Cn3cnnn3)ccc2O[C@H]1CN(C)C(=O)Nc1ccc2c(c1)OCO2 | x | 2.2

A draw from above in order of molar mass, descending:
SMILES | EZH2 inh | IDH1 mut inh
COc1ccc(S(=O)(=O)N(C)C[C@H]2OCCCC[C@H](C)Oc3ccc(NC(=O)Nc4ccc(F)cc4)cc3C(=O)N([C@@H](C)CO)C[C@H]2C)cc1 | x | 0.7
COc1ccc(CN(C)C[C@@H]2OCCCC[C@H](C)Oc3ccc(NC(=O)C4CCCCC4)cc3C(=O)N([C@@H](C)CO)C[C@H]2C)cc1 | x | 1.4
COc1ccc(NC(=O)N(C)C[C@H]2Oc3c(NS(=O)(=O)c4c(C)noc4C)cccc3C(=O)N([C@H](C)CO)C[C@H]2C)cc1 | x | -5.9
C[C@H](CO)N1C[C@H](C)[C@@H](CN(C)S(=O)(=O)c2ccccc2F)Oc2ncc(C#Cc3cccnc3)cc2C1=O | 19&2 | -1.2
COCC(=O)N(C)C[C@H]1Oc2cc(-c3ccc(C#N)cc3)ccc2S(=O)(=O)N([C@H](C)CO)C[C@H]1C | 0 | 2.8
CO[C@@H]1CN(C)C(=O)c2cc(NS(=O)(=O)c3cccc(F)c3)ccc2OC[C@H](C)NC[C@H]1C | 1 | 0.0
Cc1noc(C)c1NC(=O)N(C)C[C@H]1OCc2cn(nn2)CCCC(=O)N([C@@H](C)CO)C[C@H]1C | -1 | 1.1
O=C(OC[C@@H]1[C@H]2c3ccccc3OC1(CO)N=C1SCC(=O)N12)c1ccccc1 | 4 | x
C[C@H](CO)N1C[C@H](C)[C@@H](CN(C)C)Oc2ncc(-c3cccnc3)cc2C1=O | -3 | -0.3
CCn1nccc1C(=O)Nc1nc2ccccc2n1CCN1CCCCC1 | x | -0.3

(further entries)
SMILES | EZH2 inh | IDH1 mut inh
COCc1cc(C)n(CC(=O)Nc2cc(Cl)ccc2OC)c(=O)c1C#N | 15 | 0.3
COc1ccc(NC(=O)CSc2nc3ccccc3c(=O)n2-c2ccc(C)cc2)c(OC)c1 | -1 | 0.0
Nc1ncnc2n[nH]c(Nc3ccc(F)cc3)c12 | 3 | 0.3
C[C@@H]1CN([C@@H](C)CO)S(=O)(=O)c2ccc(C#CC3(O)CCCC3)cc2O[C@@H]1CN(C)C(=O)Cc1ccncc1 | -8 | x
CCCNC(=O)N(C)C[C@@H]1Oc2ncc(-c3ccncc3)cc2C(=O)N([C@@H](C)CO)C[C@@H]1C | -16 | 0.0
Cc1noc(C)c1NC(=O)Nc1ccc2c(c1)C(=O)N([C@@H](C)CO)C[C@H](C)[C@H](CN(C)Cc1ccc(C(=O)Nc3ccccc3N)cc1)O2 | -49 | x
COc1ccc(NC(=O)N[C@@H]2CC[C@@H](CCNC(=O)c3cc(Cl)cc(Cl)c3)O[C@@H]2CO)cc1 | -4 | -0.2
C[C@H]1CN([C@@H](C)CO)C(=O)c2cc(-c3ccccc3F)cnc2O[C@H]1CN(C)Cc1cccc(F)c1 | -8 | -0.7
Cc1ccccc1NC(=O)CC1NCCNC1=O (stereo not drawn) | -18 | -0.1
CNC[C@H]1Oc2ccc(NS(C)(=O)=O)cc2CC(=O)N([C@H](C)CO)C[C@H]1C | 9 | 4.8
Cc1ccc(S(=O)(=O)Nc2cccc3c2O[C@H](CN(C)C(=O)NC(C)C)[C@@H](C)CN([C@@H](C)CO)C3=O)cc1 | -8 | x
C[C@H]1CN([C@@H](C)CO)C(=O)Cc2cc(NS(=O)(=O)c3ccccc3)ccc2O[C@@H]1CN(C)S(C)(=O)=O | x | -0.5
COc1ccc(CN(C)C[C@@H]2Oc3ccc(NS(=O)(=O)c4ccc(Cl)cc4)cc3C(=O)N([C@H](C)CO)C[C@H]2C)cc1 | 3 | 0.7
C[C@H]1CN([C@@H](C)CO)S(=O)(=O)c2ccc(/C=C/c3ccccc3)cc2O[C@@H]1CN(C)Cc1ccc(C(=O)O)cc1 | 53* | -0.2
C[C@@H]1CN([C@@H](C)CO)C(=O)c2cccc(NC(=O)C3CCOCC3)c2O[C@@H]1CN(C)S(=O)(=O)c1cn(C)cn1 | x | 2.9
C[C@H](CO)N1C[C@H](C)[C@H](CN(C)C(=O)Nc2ccccc2)OCCCC[C@H](C)Oc2ccc(NC(=O)c3ccncc3)cc2C1=O | x | -0.5
Cc1noc(C)c1NC(=O)Nc1cccc2c1O[C@H](CN(C)CC1CCCCC1)[C@H](C)CN([C@@H](C)CO)C2=O | 7 | 3.3
CC(C)NC(=O)N(C)C[C@H]1OCc2ccccc2-c2ccccc2C(=O)N([C@@H](C)CO)C[C@H]1C | 6 | -1.1
Cc1noc(C)c1NC(=O)N(C)C[C@@H]1OCCCC[C@@H](C)Oc2ccc(NC(=O)Nc3ccccc3)cc2C(=O)N([C@@H](C)CO)C[C@H]1C | x | 0.6
Cc1ccc(S(=O)(=O)N[C@H]2C=C[C@@H](CC(=O)NCc3ccc(Cl)c(Cl)c3)O[C@H]2CO)cc1 | 0 | -0.5
COc1ccc(CN(C)C[C@H]2OCCCC[C@H](C)Oc3ccc(NC(=O)Nc4ccc(C(F)(F)F)cc4)cc3C(=O)N([C@H](C)CO)C[C@@H]2C)cc1 | x | 1.2
Cc1ccc(N(CC(=O)Nc2cc(Cl)ccc2C)S(C)(=O)=O)cc1C | -6 | -0.5
COc1ccc(NC(=O)N[C@@H]2CC[C@H](CC(=O)NC3CCC3)O[C@@H]2CO)cc1 | 5 | 0.0
C[C@H]1CN([C@@H](C)CO)C(=O)c2cccc(NC(=O)CCCCCC(=O)Nc3ccccc3N)c2O[C@@H]1CN(C)C | 9 | x
O=C1OC(CN2CCOCC2)CN1/N=C/c1ccc([N+](=O)[O-])o1 (stereo not drawn) | x | -0.1

Following part:
SMILES | EZH2 inh | IDH1 mut inh
O=C(C[C@@H]1CC[C@@H](NC(=O)c2cccc(F)c2)[C@@H](CO)O1)NCc1ccccc1 | 2 | -0.1
CC(=O)c1cccc(NC(=O)CSc2nc(C)cc(=O)[nH]2)c1 | 18 | 0.4
CO[C@@H]1CN(C)C(=O)c2cc(NC(=O)Nc3ccc4c(c3)OCO4)ccc2OC[C@H](C)NC[C@@H]1C | -1 | -0.2
C[C@H]1CN([C@@H](C)CO)S(=O)(=O)c2ccc(C#Cc3ccncc3)cc2O[C@@H]1CN(C)C(=O)C1CCC1 | 4 | 1.1
Cc1nc(SC(C)C(=O)Nc2ccc(Cl)cc2)n[nH]1 (stereo not drawn) | -4 | 0.2
C[C@@H]1CN([C@@H](C)CO)C(=O)c2cc(/C=C/c3ccccc3)cnc2O[C@@H]1CN(C)C | -1 | 1.3
Cc1noc(C)c1NC(=O)N(C)C[C@@H]1Oc2ccc(NC(=O)Cc3ccccc3)cc2C(=O)N([C@@H](C)CO)C[C@H]1C | 0 | 0.9
CNC[C@H]1Oc2ccc(NC(=O)Cc3cn(C)c4ccccc34)cc2CC(=O)N([C@@H](C)CO)C[C@H]1C | -8 | -13
CC(C)OC(=O)C1C2C=CC3(CN(Cc4ccco4)C(=O)C13)O2 (stereo not drawn) | 1 | 0.4
CO[C@H]1CN(C)C(=O)c2cc(NC(C)=O)ccc2OC[C@H](C)N(C(=O)CC2CC2)C[C@@H]1C | 15 | -0.3
CCOC(=O)c1c(NC(=O)c2nc3ncccn3n2)sc2c1CCCC2 | -7 | 0.0
COCC(=O)N(C)C[C@H]1Oc2ncc(C#Cc3ccncc3)cc2C(=O)N([C@@H](C)CO)C[C@H]1C | 3 | 28
COc1c(C(CC(C)C)OC(C)=O)ccc2c1C(=O)OCc1cc(C)cc(O)c1O2 (stereo not drawn) | x | -0.4
COCC(=O)N(C)C[C@H]1Oc2ncc(C3=CCCCC3)cc2C(=O)N([C@H](C)CO)C[C@@H]1C | 1 | -2.5
COc1ccccc1S(=O)(=O)N(C)C[C@H]1Oc2cc(/C=C/c3ccccc3)ccc2S(=O)(=O)N([C@@H](C)CO)C[C@H]1C | -8 | 0.2
CCCC#Cc1ccc2c(c1)O[C@@H](CN(C)Cc1ccccc1)[C@@H](C)CN([C@H](C)CO)S2(=O)=O | 30 | 0.1
COc1c(S(=O)(=O)n2c(C)nc3ccccc32)ccc(Cl)c1Cl | 6 | -0.3
COCc1cn(CC[C@H]2CC[C@@H](NC(=O)Nc3ccc(F)cc3)[C@@H](CO)O2)nn1 | -6 | 0.2
COCCOC(=O)N1C(=O)[C@@]2(c3cc(C#CCC(C(=O)OC)C(=O)OC)ccc31)[C@H](c1ccccc1OCCO)N1[C@H](c3ccccc3)[C@H](c3ccccc3)OC(=O)[C@H]1[C@@H]2C(=O)Nc1nc2ccccc2s1 | -4 | 0.1
O=C(Cc1ccncc1)NCC[C@@H]1CC[C@@H](NS(=O)(=O)c2ccccc2Cl)[C@@H](CO)O1 | 0 | 0.0
C[C@@H]1CN([C@@H](C)CO)C(=O)c2cc(C#CCN(C)C)cnc2O[C@H]1CN(C)C(=O)CN1CCOCC1 | 9 | -10
C[C@@H]1CN([C@H](C)CO)C(=O)c2cc(C#CC3(O)CCCC3)cnc2O[C@@H]1CN(C)CC1CC1 | 3 | 0.8
COc1ccc(C(=O)NCCCn2ccnc2)cc1[N+](=O)[O-] | -2 | 2.4
C[C@H](CO)N1C[C@H](C)[C@H](CN(C)C(=O)Cc2ccncc2)Oc2cc(C#CC3(O)CCCC3)ccc2S1(=O)=O | 0 | -0.3
C[C@@H]1CN([C@H](C)CO)C(=O)c2cc(C#Cc3ccccn3)cnc2O[C@H]1CN(C)Cc1ccccc1 | -12 | -1.5
CCCC(=O)Nc1ccc2c(c1)OC[C@H](C)N(Cc1cncnc1)C[C@H](C)[C@H](OC)CN(C)C2=O | 8 | -0.4
C[C@H](O)C#Cc1cnc2c(c1)C(=O)N([C@@H](C)CO)C[C@H](C)[C@H](CN(C)C(=O)CN(C)C)O2 | -1 | 0.4
CCC(=O)N(C)C[C@@H]1Oc2ncc(C#Cc3ccc(OC)cc3)cc2C(=O)N([C@H](C)CO)C[C@@H]1C | x | -0.2
